Screening results: PubChem BioAssay, National Center for Advancing Translational Sciences (NCATS)
Abeta rescue – qHTS for compounds that reverse cellular toxicity of Amyloid beta (A-beta) peptide in yeast: Primary Screen; AID 1347071, 2019; Potency, µM (series often up to 46.1 µM), without a hit: top-dose growth rescue, usual class: activators; yeast expressing A-beta42, growth rescue, OD600, 48 h; response scale: 0% DMSO, 100% iron-clioquinol control; hit rate 0.063% among 410,000; further: potency means the concentration at half of the fitted maximal effect; nearly all actives have a fitted effect of over 55% in size
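Growth rescue measured by 600 nm absorbance after 48 h yeast culture at 30 C with compound. Values normalized between DMSO and an equimolar ferric chloride plus clioquinol control.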
TDP-43 yeast inh – qHTS of TDP-43 Inhibitors | TDP-43 expressing yeast growth rescue, BacTiter-Glo, 24 h | Potency, µM (titrated, usually from 46.1 µM), for inactives: at the top dose growth rescue (activation), most hits filed as activators | hit rate 1.8% among 410,000 | AID 652104, 2013; further: potency means the concentration at half of the fitted maximal effect; % of control where 0% means no effect; nearly all actives have a fitted effect of over 50% in size
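Readout is BacTiter-Glo luminescence of cell growth, so inhibitors register as activators. TDP-43-expressing yeast at OD600=0.02 in galactose medium, after raffinose pregrowth to mid-log, were incubated with compound for 24 hr at 30 deg C.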
FUS suppressor – qHTS for Suppressors of FUS Proteinopathy: Primary screen using FUS-linked yeast assay. S. cerevisiae FUS-expressing, growth rescue, OD600, 24 h. Potency, µM (highest dose often 76.6 µM), inactives show at the highest dose growth rescue (activation), usual class: activators. AID 1347120, 2019. hit rate 0.24% among 390,000;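 further: potency means the concentration at half of the fitted maximal effect; plate controls were DMSO vehicle for no effect and reference control for full effect; nearly all actives have a fitted effect of over 55% in size; some results filed as inactive show a strong effect at the top dose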
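Steps: raffinose overnight preculture; dilution to OD 0.005 in 2% galactose minimal medium; compound addition (concentration series); 24hr at 30C, 99% humidity; absorbance read at 600 nm.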
DRD3 agonist – qHTS of D3 Dopamine Receptor Agonist: qHTS | D(3) dopamine receptor (Homo sapiens), P35462 | D3R DiscoveRx beta-arrestin cells, luminescence, 90 min | max activation, % | hit rate 0.58% among 410,000 | AID 652048, 2013; in the data active means max activation above about 30%; further: 0% is about no effect; mostly tested at two doses, the higher about 12 µM
Target sequence (P35462 whole entry, looked up): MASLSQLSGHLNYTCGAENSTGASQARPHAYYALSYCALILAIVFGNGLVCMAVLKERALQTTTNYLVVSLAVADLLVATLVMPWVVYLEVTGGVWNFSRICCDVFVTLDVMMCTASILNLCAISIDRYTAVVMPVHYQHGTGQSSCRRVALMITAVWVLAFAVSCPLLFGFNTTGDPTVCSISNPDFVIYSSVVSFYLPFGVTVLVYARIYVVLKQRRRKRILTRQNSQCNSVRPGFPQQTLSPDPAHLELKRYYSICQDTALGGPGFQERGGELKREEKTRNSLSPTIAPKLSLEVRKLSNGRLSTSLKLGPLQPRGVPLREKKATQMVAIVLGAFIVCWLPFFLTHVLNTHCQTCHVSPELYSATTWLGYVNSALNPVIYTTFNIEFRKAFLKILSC
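Agonist-mode cell screen: cells plated at 1500/well and incubated overnight at 37 °C, then exposed to library compounds for 90 min at 37 °C. Detection reagent was added for 30–60 min at room temperature, and luminescence was read.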
EPAC2 ag – qHTS for Agonist of cAMP-regulated guanine nucleotide exchange factor 4 (EPAC2): primary screen | Rap guanine nucleotide exchange factor 4 (Homo sapiens), Q8WZA2 | EPAC2 activation, biochemical qHTS; response scale: 100% = 6.5 mM cAMP response | Potency, µM (series often up to 154 µM), without a hit: top-dose activation, most hits filed as activators | hit rate 0.079% among 360,000 | AID 720711, 2013; further: potency means the concentration at half of the fitted maximal effect; nearly all actives have a fitted effect of over 50% in size
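Each well held 100 nM EPAC2, 250 nM RAP1B-BODIPY-GDP and 50 uM GDP. Fluorescence, read at 5-min intervals to 30 min, was referenced to a 6.5 mM cAMP positive control.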
aSyn rescue – qHTS of alpha-syn Inhibitors. Yeast expressing alpha-synuclein, growth rescue, BacTiter-Glo, 24 h. Potency, µM (doses to about 46.1 µM), without a hit: at the highest dose growth rescue (activation), most hits filed as activators. hit rate 0.14% among 370,000; further: potency means the concentration at half of the fitted maximal effect; % of control where 0% means no effect; nearly all actives have a fitted effect of over 65% in size
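Readout is rescue of growth in alpha-synuclein-expressing yeast, so inhibitors of toxicity appear as activators. Growth after 24 hr at 30 deg C in galactose medium is quantified by luminescence.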
DRD3 antagonist – qHTS of D3 Dopamine Receptor Antagonist: qHTS | D3R cells, DiscoveRx beta-arrestin luminescence, antagonist mode; hits give low values | max response, negative = inhibition, % | hit rate 2.5% among 360,000 | AID 652054, 2013; in the data active means max response below about -50%; inconclusive means no clear call, values can overlap the other calls; further: on the % scale 0 is the no-effect control and ±100 the full control effect; mostly tested at two doses, the higher about 12 µM
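Cells expressing the human receptor were seeded at 1500 cells/well, incubated overnight at 37 degrees C in 5% CO2, then exposed to library compounds with dopamine controls for 90 minutes at 37 degrees C before luminescent detection.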
EPAC2 antagonist – qHTS for Antagonist of cAMP-regulated guanine nucleotide exchange factor 2 (EPAC2): primary screen | hit rate 0.18% among 360,000 | Potency, µM (doses to about 114 µM), for the others: top-dose activity, negative = inhibition, usual class: inhibitors | Rap guanine nucleotide exchange factor 4 (Homo sapiens), Q8WZA2 | EPAC2 GEF exchange of Rap1B-BODIPY-GDP, fluorescence; further: potency means the concentration at half of the fitted maximal effect; on the % scale 0 is the no-effect control and ±100 the full control effect; nearly all actives have a fitted effect of over 45% in size; many of its hits are not listed in these tables
Numbers without * were called inactive; ? = inconclusive; nt = not tested or not shown; & = joins results of further samples; [ ] = dose if it differs, or a comment. Unless noted, the call rests on the fitted dose curve; in most records, active means well fitted curve in the direction sought with a large enough effect; inconclusive means small, poorly fitted or top-dose-only effect, or another doubt; inactive means no such curve, though single readings can be large; an effect the other way counts as inactive or inconclusive. Some of the compounds tested; rates above refer to the full screens.

Molecule	Abeta rescue	TDP-43 yeast inh	FUS suppressor	DRD3 agonist	EPAC2 ag	aSyn rescue	DRD3 antagonist	EPAC2 antagonist
CC(=O)OCC1=C[C@@H]2OC(=O)C3=CO[C@@H](O[C@@H]4O[C@H](CO)[C@@H](O)[C@H](O)[C@H]4O)[C@H]1[C@@H]32	-28%	-7%	-26%	70*	-5%	-1%	-11	26%
C=CC1=C(C(=O)O)N2C(=O)[C@@H](NC(=O)/C(=N\O)c3csc(N)n3)[C@H]2SC1 (stereo in doubt)	-11%	5%	-10%	-12&10&-7	3%	-1%	12	-5%
OC(C#CCN1CCCC1)(c1ccccc1)c1ccccc1	3%	14%	nt	-36&-23	1%	-6%	-12	-7%
CC(=O)c1ccc2c(c1)N(CCCN(C)C)c1ccccc1S2	-14%	17%	-24%	-96&-24	4%	1%	-108*	-3%
COC(=O)c1ccc(O)cc1	4%	4%	5%	8&-10	7%	-1%	10	5%
CCc1nnc(NC(=O)CSc2nc3c([nH]c4ccccc43)c(=O)n2-c2ccc(OC)cc2)s1	-9%	32%	10%	1	nt	nt	nt	nt
CC[n+]1c(C)sc2cc(OC)ccc21	-15%	-9%	38%	0	10%	-1%	?	6%
COc1ccc(C(=O)CC(=O)c2ccc(C(C)(C)C)cc2)cc1	-8%	10%	-27%	-38&-7	12%	-10%	5	2%
Cc1ccc(CN2CCN(Cc3cccc4nccnc34)CC2CCO)cc1 (stereo not given)	-8%	8%	-36%	-18	5%	-7%	?	7%
C1CCC(C(CC2CCCCN2)C2CCCCC2)CC1 (stereo not given)	4%&-4%	8%&14%	-8%&-23%	0&-61&-14	5%&2%	?	-3&-23	4%&-1%
COc1cc(C(c2c(C)[nH][nH]c2=O)c2c(C)[nH][nH]c2=O)ccc1OC(=O)c1ccccc1F	3%	2%	25%	1	nt	nt	nt	nt
CCN(CC)CCNC(=O)c1cc(Cl)c(N)cc1OC	-18%	14%	-19%	-90&-24	-6%	0%&-1%	-117*	-4%
CC(COc1ccccc1)NC(C)C(O)c1ccc(O)cc1 (stereo not given)	-9%	22%	-37%	-71&-1	10%	?	-87*	-3%
C[C@]12CCC(=O)C=C1CC[C@@H]1[C@@H]2CC[C@@]2(C)[C@H]1CC[C@]2(O)C(=O)CO	-16%	-11%	-33%	6&9	0%	3%&-2%	5	5%
Cc1ccc(C)c(NC(=O)Cn2cc(C(=O)c3ccco3)c3ccccc32)c1	5%	12%	-14%	0	nt	nt	nt	nt
COc1cc2c(c(OC)c1OC)-c1c(cc3c(c1OC)OCO3)[C@@H](OC(C)=O)[C@H](C)[C@H](C)C2	4%	17%	25%	7	10%	3%	13	-19%
CN1CCN(C(c2ccccc2)c2ccccc2)CC1	-6%	0%	-29%	0&-12	-2%	2%	-80*	22%
CCC(C)n1ncn(-c2ccc(N3CCN(c4ccc(OCC5COC(Cn6cncn6)(c6ccc(Cl)cc6Cl)O5)cc4)CC3)cc2)c1=O (stereo not given)	-70%[inhibitor]	?	-18%	13	-4%	?	49	5%
CC[N+](C)(CC)CCOC(=O)C(O)(c1ccccc1)C1CCCCC1 (stereo not given)	-15%	8%	-33%	10&10	2%	-1%	2	-20%
CCOC(=O)N1CCc2c(sc3c2c(=O)n(Cc2ccccc2)c(=O)n3CC(=O)Nc2ccc(F)cc2)C1	-1%	6%	30%	-4	nt	nt	nt	nt
CCOc1ccccc1C(N)=O	0%	?	-40%	21&7	2%	9%	13	-9%
O=C(CCNNC(=O)c1ccncc1)NCc1ccccc1	-5%	10%	-4%	12&-2	7%	?	11	-5%
O=C(CC1N=C2c3ccccc3N=C(SCc3ccc(F)cc3)N2C1=O)NC1CCCCC1 (stereo not given)	-13%	?	-4%	-12	nt	nt	nt	nt
O=C(NCCc1c[nH]c2ccccc12)c1cccnc1	10%	35%	-26%	7&7	3%	6%	29	9%

Filtered by structure: the entries above containing a Cl atom
Molecule	Abeta rescue	TDP-43 yeast inh	FUS suppressor	DRD3 agonist	EPAC2 ag	aSyn rescue	DRD3 antagonist	EPAC2 antagonist
CCN(CC)CCNC(=O)c1cc(Cl)c(N)cc1OC	-18%	14%	-19%	-90&-24	-6%	0%&-1%	-117*	-4%
CCC(C)n1ncn(-c2ccc(N3CCN(c4ccc(OCC5COC(Cn6cncn6)(c6ccc(Cl)cc6Cl)O5)cc4)CC3)cc2)c1=O (stereo not given)	-70%[inhibitor]	?	-18%	13	-4%	?	49	5%

Next structures follow:
Molecule	Abeta rescue	TDP-43 yeast inh	FUS suppressor	DRD3 agonist	EPAC2 ag	aSyn rescue	DRD3 antagonist	EPAC2 antagonist
CCCCCCO	-5%	0%	-23%	24	5%	-13%	67	-6%
NC(=O)c1cccc(-c2cc(Nc3ccc(OC(F)(F)F)cc3)ncn2)c1	2%	21%	15%	29	-4%	2%	0	-11%
CC1(C)Cc2c(sc(NC(=S)NC(=O)c3ccccc3)c2C(=O)O)CO1	15%	13%	-1%	-11	0%	-2%	-19	-11%
CCOCCCNC(=O)C(=O)Nc1c2c(nn1-c1ccc(OC)cc1)CSC2	6%	9%	39%	2	nt	nt	nt	nt
CCCNC(=O)C1CCC(Cn2c(=O)c3sccc3n(CC(=O)NCc3ccccc3)c2=O)CC1 (stereo not given)	-7%	18%	-25%	1	nt	nt	nt	nt
COc1ccc(-n2ccn(CC(=O)Nc3ccc(C)c(C)c3)c(=O)c2=O)cc1OC	9%	9%	3%	-11	nt	nt	nt	nt
CCN(CC)CCOC(=O)C1(c2ccccc2)CCCC1	-7%	-33%[inhibitor]	-6%	-20&-13	6%	14%	-19	7%
Cc1[nH]n2c(=O)cc(-c3ccc(Cl)cc3)nc2c1-c1ccccc1	-28%	0%	?	-20	nt	nt	nt	nt
Cc1nc2ccccn2c(=O)c1CCN1CCC(C(=O)c2ccc(F)cc2)CC1	-16%	27%	-11%	-95&-19	4%	-1%&-7%	-112*	6%
Cc1cc(Nc2cc(N3CCN(C)CC3)nc(Sc3ccc(NC(=O)C4CC4)cc3)n2)n[nH]1	8%	nt	3%	nt	6%	nt	nt	4%
CC(=O)c1ccc(S(=O)(=O)NC(=O)NC2CCCCC2)cc1	-4%	18%	-31%	11&-6	7%	-7%&4%	6	-13%
COc1ccc(CC(=O)NCC(c2cccs2)S(=O)(=O)c2ccc(Cl)cc2)cc1 (stereo not given)	-9%	20%	18%	3	nt	nt	nt	nt
CC(=O)NC(Cc1ccccc1)C(=O)O (stereo not given)	-16%	15%	-17%	1&-7	-3%	-2%	-16	-3%
CN1CCN(CCC(=O)N2c3ccccc3Sc3ccc(C(F)(F)F)cc32)CC1	-8%	-15%	7%	-24&-17	-17%	6%	-53*	5%
C/C=C(/C)C(=O)O[C@@H]1c2c(ccc3ccc(=O)oc23)OC(C)(C)[C@@H]1OC(=O)/C(C)=C\C	-2%	18%	28%	47*	1%	-13%	3	-30%
Cc1cc(-c2ccccc2)nnc1NCCN1CCOCC1	-12%	?	-11%	1&-10	6%	-1%	15	2%
CCCn1cnc2c1c(=O)n(CCCCC(C)=O)c(=O)n2C	2%	nt	-17%	-7	-3%	0%	nt	-3%
CC(C(=O)O)c1ccc(C(=O)c2cccs2)cc1 (stereo not given)	-35%	29%	-42%	-8&-1	11%	0%	-5	8%
COc1ccc(C(=O)NCc2ccc(OCCN(C)C)cc2)cc1OC	-19%	11%	-25%	-76&-18	0%	0%	-72*	16%
CC12CCC(CC1)C(C)(C)O2	-22%	-10%	-22%	22&5	3%	9%	6	3%
CCOC(=O)c1ccc(N)cc1	-17%	?	-18%	6&3	9%	5%	-3	7%
CCc1cc(=O)oc2c(CNC(Cc3ccccc3)C(=O)O)c(O)ccc12 (stereo not given)	3%	-3%	-4%	-7	0%	0%	-16	-5%
COc1ccccc1N1CCN(CCCNc2cc(=O)n(C)c(=O)n2C)CC1	4%	17%	-8%	-3&-10&-6	2%	-8%&-2%	-62*	-6%
COc1ccc(CNC(=O)C2CCCN(c3nnc(C)c4c(C)n(-c5ccc(C)cc5)nc34)C2)cc1 (stereo not given)	-2%	-5%	-20%	11	nt	nt	nt	nt
Oc1ccc(/C=C/c2cc(O)cc(O)c2)cc1	-11%	6%	-24%	9&-17	1%	-15%&-8%	9	?
CC(=O)Nc1ccc(C(=O)O)cc1	-9%	12%	-22%	9&9	0%	-3%	0	13%
Cn1c(=O)c2c(ncn2CC2OCCO2)n(C)c1=O	-12%	4%	-28%	-4&7	-6%	1%	1	10%
COc1ccc(CCNc2nc(SCc3ccccc3Cl)nc3ccccc23)cc1OC	-2%	0%	6%	9	nt	nt	nt	nt
O=C(NCc1ccco1)c1ccc2c(c1)N(Cc1cccc(Cl)c1)C(=O)c1ccccc1S2=O (stereo not given)	2%	4%	13%	59*	nt	nt	nt	nt
CCOc1ccc(NC(=O)Cn2cc(C(=O)c3ccco3)c3ccccc32)cc1	-2%&-3%	7%&-22%	2%&22%	10&-2	4%	-4%	-25	7%
NC(=O)c1cn(Cc2c(F)cccc2F)nn1	-5%	?	-37%	19&7	7%	-3%&0%	15	8%
CCOc1ccc(C(=O)OCCN(CC)CC)cc1	9%[9.22 µM]	22%	-47%	-5&-8	7%	3%	6	4%
CCN1CCN(CCCNC(=O)c2cc3c(s2)-c2c(C)cccc2OC3)CC1	-26%	-43%[inhibitor]	29%	-26	nt	nt	nt	nt
COc1ccc(/C=C/C(=O)Nc2ccccc2C(=O)O)cc1OC	-10%	nt	-23%	-10	6%	-6%	nt	-5%
O=C(CCN1CCC(c2ccccc2)C1)c1ccc2c(c1)OCCO2 (stereo not given)	-35%[inhibitor]	13%	-22%	-87&-19	-2%	-6%	-66*	10%
CCCNC(C)C(=O)Nc1c(C)csc1C(=O)OC (stereo not given)	3%	0%	-24%	7&-13	-1%	-3%	0	-2%
